Screens: PubChem BioAssay, Fisher Drug Discovery Resource Center
hcGAS lum = human cGAS inhibition; Q8N884; recombinant h-cGAS, ATP depletion, Kinase-Glo luminescence; inhibition, % at 12.5 µM; 0.081% of 290,000 active; AID 1259398;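 note: 0% = vehicle reaction and 100% = reaction without DNA for no activity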
Target sequence (Q8N884 whole entry, looked up): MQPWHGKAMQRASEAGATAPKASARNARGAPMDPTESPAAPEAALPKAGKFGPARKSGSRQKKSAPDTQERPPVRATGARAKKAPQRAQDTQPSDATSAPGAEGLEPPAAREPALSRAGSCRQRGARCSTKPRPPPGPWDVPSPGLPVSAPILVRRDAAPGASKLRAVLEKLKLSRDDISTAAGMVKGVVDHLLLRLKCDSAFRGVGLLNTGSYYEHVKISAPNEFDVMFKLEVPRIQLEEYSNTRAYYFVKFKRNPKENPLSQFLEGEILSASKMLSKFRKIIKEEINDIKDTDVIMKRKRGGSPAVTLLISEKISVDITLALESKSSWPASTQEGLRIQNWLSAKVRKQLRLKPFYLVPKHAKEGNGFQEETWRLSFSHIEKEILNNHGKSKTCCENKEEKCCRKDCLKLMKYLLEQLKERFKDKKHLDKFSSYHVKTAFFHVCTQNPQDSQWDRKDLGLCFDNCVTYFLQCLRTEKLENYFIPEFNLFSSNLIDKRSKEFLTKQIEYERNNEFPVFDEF
mcGAS lum = blocks mouse cGAS activity; Q8C6L5; recombinant cGAS, Kinase-Glo ATP depletion luminescence; inhibition, % at 12.5 µM; 0.15% of 160,000 active; AID 1259399;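 note: 0% = negative control wells and 100% = reference inhibitor with no enzyme activity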
NPYLR7 ag = mosquito NPYLR7 agonism. HEK293T NPYLR7/Galpha15, GCaMP6s calcium fluorescence. activation, % at 10 µM. 0.15% of 270,000 active. AID 1259423; in the data active = activation above about 40%;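 note: 0% = vehicle and 100% = reference agonist at the receptor; some compounds past the cut are filed as inactive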
Active calls of the source: *; · = not tested or not shown; & = joins results of further samples. Cut-off read from the data, not from the text of the source, unless noted: active = inhibition above about 40%; inactive = the rest. Compounds were not picked by outcome, and some 0.29% of all compounds hit somewhere here.

| Compound | hcGAS lum | mcGAS lum | NPYLR7 ag |
| --- | --- | --- | --- |
| CN(C(=O)C1CCCN(Cc2ccco2)C1)C1CCS(=O)(=O)CC1 (stereo unspecified) | 6 | 0 | · |
| Cc1cc(CO)c(C)n1-c1cccc(Cl)c1Cl | -3 | · | 6 |
| CCCCN(CC(=O)N(CCc1c[nH]c2ccccc12)Cc1ccccc1)C(=O)Nc1ccccc1CC | 0 | -4 | 13 |
| COc1cc2c(cc1OC)C(CNC(=O)CC(C)C)N(Cc1ccc(F)cc1)CC2 (stereo unspecified) | -8 | -6 | 8 |
| COc1cc(NC(=O)C=Cc2cc(F)cc3c2OCOC3)cc(OC)c1OC | -4 | · | -8 |
| Cc1cc(NC(=O)C2CCCN2S(C)(=O)=O)ccc1Br (stereo unspecified) | 0 | · | -2 |
| CCc1nc2ccc(C(=O)N3CCN(C)CC3)cn2c1N(CC)CCN(C)C | -10 | -4 | -4 |
| O=C(c1cc(COc2ccccc2)on1)N1CCCC(OCc2cccnc2)C1 (stereo unspecified) | 9 | · | 3 |
| CN(C)C[C@H]1O[C@@H](CO)[C@@H](O)[C@H]1N(C)CCc1ccccc1 | -4 | -8 | -6 |
| Cc1cccc(Cn2c(C)c(C)c(C)c2C(=O)Nc2ccc3c(c2)OCO3)c1 | -6 | -3 | -5 |
| CCc1[nH]n(-c2cccc(Cl)c2)c(=O)c1C1=C([n+]2cc(C)cc(C)c2)C(=O)N(C(C)C)C1=O | 7 | -1 | -10 |
| CC1=NN(CCN2CCCCC2)c2nc3c(c(=O)n(Cc4cccc(C)c4)c(=O)n3C)n2C1 | -4 | -6 | 5 |
| Cc1[nH]c(=O)[nH]c(=O)c1CC(=O)N1C[C@@H]2C3CCC(CC3)[C@@H]2C1 | -4 | -9 | 1 |
| O=C(O)c1nn(-c2cccc(C(F)(F)F)c2)c(=O)n(Cc2ccccc2F)c1=O | 1 | · | 24 |
| CCc1cccc2c(C(CC(=O)NCCOC)c3ccccc3)cn(CC)c12 (stereo unspecified) | -3 | -3 | -1 |
| Cc1ccc(C(=O)NCCc2cc3c(C)ccc(C)c3[nH]c2=O)cc1 | -4 | -6 | -2 |
| NNC(=O)C1SCCN1c1ccccc1 (stereo unspecified) | -4 | · | -4 |
| Cc1ccc(CCC(=O)N2CCC(CO)(Cc3ccccc3)CC2)cc1 | -8&-7 | · | 1&12 |
| CC1CN(c2nc(Cc3ccc(Cl)cc3)ns2)CCN1C(=O)Nc1cccc(C#N)c1 (stereo unspecified) | -2 | -6 | 17 |
| CN1CCC2(CC1)CN(C(=O)c1ccc3cccc(F)c3n1)CCN2C | -1 | -7 | 20 |
| COc1ccc(CN(CC2CCCO2)C(=O)CC(C)(C)C)cc1OS(=O)(=O)C(C)C (stereo unspecified) | -2 | -6 | 8 |
| CCc1[nH]n(C)c(=O)c1C1=C(N(C)C2CCCCC2)C(=O)N(C2CCCCC2)C1=O | -2 | -1 | -7 |
| Cn1ccnc1C(NS(=O)(=O)/C=C/c1ccccc1)c1ccc(F)cc1 (stereo unspecified) | -10 | · | 1 |
| O=c1cnc2ccccc2n1CCS(=O)(=O)N1CCCC1c1ccc2c(c1)OCCO2 (stereo unspecified) | -4 | -10 | 1 |
| CCC(C)NC(=O)c1nn(-c2ccc(C)c(F)c2)c(=O)n(C(C)c2ccccc2)c1=O (stereo unspecified) | -1 | -5 | -5 |
| O=C(c1ccc(Cl)c(Cl)c1)N1CCCN(c2nc(Cc3ccccc3)ns2)CC1 | 0 | -3 | -5 |
| Cc1noc(C)c1CS(=O)C(C)C(=O)NCC(F)(F)F (stereo unspecified) | -6 | · | 2 |
| COc1nn(C)cc1C(=O)N1CCCC1 | -2 | · | 2 |
| COc1cc(OC)c(OC)cc1/C=C1N=C(/C=C/c2ccccc2OC)OC\1=O | -15 | · | -2 |
| O=C(CC1COCCN1)N1CCC2(CCc3ccccc32)CC1 (stereo unspecified) | -2 | · | -4 |
| CC(C(=O)N1CCNC1=O)N1CCN(S(=O)(=O)c2cccc(Br)c2)CC1 (stereo unspecified) | -4 | · | -6 |
| CCC(C)N(Cc1c(-c2ccccc2F)noc1N1CCOCC1)C(=O)Cc1ccccc1 (stereo unspecified) | -5 | -8 | 9 |
| CCC(=O)N1C(C(=O)N2CCCC2)COC12CCCC(C)C2 (stereo unspecified) | -3 | -5 | -1 |
| COc1ccccc1-n1nc(C(C)C)nc1CCc1cccnc1 | -1 | -7 | 15 |
| CCc1[nH]ncc1C(=O)N1C[C@H]2CC=C(C)C[C@H]2C1 | -4 | -8 | 6 |
| O=C(O)c1cccc(NC2=C(n3nnc4ccccc43)C(=O)c3ccccc3C2=O)c1 | -8 | · | 1 |
| CCOC(=O)[C@@H]1[C@H](c2ccccc2)[C@@H](NS(C)(=O)=O)[C@H]2CCCN21 | 0 | -8 | 10 |
| COc1ccccc1N1CCN(c2cc(Oc3ccc(F)c(Cl)c3)ncn2)CC1 | 5 | 1 | 2 |
| Cc1ccc(-n2ncc3c(=O)n(NC(=O)/C=C/c4ccccc4)cnc32)cc1C | -11 | · | -1 |
| Nc1ncc2c(n1)CCC(N)C2 (stereo unspecified) | -5 | · | 8 |
| CN1CC2(CCN(CC3CC3)CC2)CC1C(=O)N1CCOCC1 (stereo unspecified) | -13 | -6 | · |
| CC(=O)N(CN1C(=O)c2cccc([N+](=O)[O-])c2C1=O)c1ccc(Cl)c(Cl)c1 | 1 | 3 | 7 |
| COC(=O)c1cc2n(n1)CCN(C(=O)c1cc3c(nc1OC)CCC3)C2 | -5 | -7 | 25 |
| O=C1NCC2(CCCN(C(=O)Cn3cc(C(F)(F)F)ccc3=O)CC2)O1 (stereo unspecified) | -1 | -12 | · |
| O=C1CC(Sc2nc3ccccc3o2)C(=O)N1c1cccc(C(F)(F)F)c1 (stereo unspecified) | 0 | · | 3 |
| CCN(CC)C(=O)Cn1cc(C(=O)N2CCN(CC)C(=O)[C@@H]2C)nn1 | -4 | · | 21 |
| Cc1ccc(-n2ncc(Oc3ccccc3F)c(Nc3cccc(C(=O)NCc4ccco4)c3)c2=O)cc1 | -7 | -4 | 11 |
| Cc1ccc(CNC(=O)NCc2ccccc2S(=O)(=O)N(C)C)cc1F | -10 | · | 2 |

(listing goes on)
Below each SMILES – hcGAS lum, mcGAS lum, NPYLR7 ag
C=CCn1c(N2CCN(Cc3ccccc3C)CC2)nc2c1c(=O)[nH]c(=O)n2C
 : -7, ·, -7
COc1ccc(OC)c2sc(N(Cc3ccccn3)C(=O)c3ccno3)nc12
 : -6, -8, -8
Cc1csc(-c2coc3cc(O[C@@H]4O[C@H](CO)[C@@H](O)[C@@H](O)[C@H]4O)ccc3c2=O)n1
 : -7, -7, 6
CC(=O)c1ccc(NS(=O)(=O)c2ccc(Br)c(C)c2)cc1
 : -9, ·, 14
CCN(CC)S(=O)(=O)c1ccc(C(=O)N2CCN(C(=O)C(C)C)CC2)cc1
 : -4, -10, 8
Cc1cc(-n2cnc3ccccc32)cnc1N
 : 2, -14, ·
O=C(C1CC(Cc2cccc(Cl)c2)=NO1)N1CCN(c2ncc3ccccc3n2)CC1 (stereo unspecified)
 : -3, -12, 2
CC(C1CC2CCC1C2)n1c(SCC#N)nnc1-c1cccs1 (stereo unspecified)
 : -8, -20, 0
N#CC(=Cc1ccc(Br)cc1)c1nnc2n1CCCCC2
 : -5, ·, -10
COc1cc(C(=O)NCCNc2ccc(Nc3ccccn3)nn2)cc(OC)c1OC
 : -11, ·, 19
OC[C@H]1O[C@@H](OCCc2ccc(O)cc2)[C@H](O)[C@@H](O)[C@@H]1O
 : 6, 4, -7
Cc1cc(=O)c(C(=O)Nc2cc(Cl)ccc2C(=O)N(C)C)nn1-c1ccccc1F
 : -6, ·, 4
Cc1ccc(N=Nc2c(C)[nH]n(-c3nc(-c4ccc(Br)cc4)cs3)c2=O)cc1Br
 : 5, 3, 3
N#Cc1ccc(COc2cccc(I)c2)cc1
 : 7, ·, 6
O=C1C2C3C=CC(C3)C2C(=O)N1c1cccc(O)c1 (stereo unspecified)
 : -6, -5, -16
CCOC(=O)N1CCN(c2ccc([N+](=O)[O-])cc2)CC1
 : -2, -3, -10
Cc1cc(C(=O)N(CCn2nc(C)cc2C)c2nc3c(C(C)C)cccc3s2)on1
 : 0, -7, -16
Cc1c(C(=O)NCCCCc2ccccc2)cnc2c(-c3cccc(Cl)c3)cnn12
 : -19, -9, 2
Cc1ccc(NC(=O)CCNC(=O)N2CCc3ccccc32)nc1
 : -12, ·, 3
Cc1ccc(-c2ccc(CCC(=O)NCCCn3ccnc3)n2-c2ccc(CC#N)cc2)c(C)c1
 : -5, -5, -3
CC(C)OCCCNC(CC(=O)Nc1c(Cl)cccc1Cl)C(=O)O (stereo unspecified)
 : -9, -11, -3
COc1ncccc1C(=O)N1C[C@H](N)C[C@H]1C(=O)NC(C)C
 : -3, -8, 11
Cc1cc(C)c2sc(N(CCCN(C)C)C(=O)c3ccno3)nc2c1
 : -1, ·, 1
O=C(NCc1ccc(F)cc1)c1cc(-c2ccccc2F)nc2cc(-c3ccc(Cl)cc3)nn12
 : 0&-1, -5&-4, 11&1
Cc1noc(-c2ccc(N3CC[C@@H](c4ccc5c(c4)OCO5)[C@H](O)C3)nc2)n1
 : -3, ·, -4
COc1ccc2nc(-c3cccc(NC(=O)Cc4ccccc4)c3)cn2n1
 : -2, -10, -14
CCc1cnc(CCNC(=O)N2CCNC(=O)CC2)s1
 : -11, -18, 0
CC1(C(=O)NS(=O)(=O)c2cccc(C#N)c2)CCN1C(=O)C1(c2ccc(Cl)cc2)CCC1 (stereo unspecified)
 : -10, ·, -1
CCOC(=O)C1CCN(C(=O)c2cc(F)c(-n3ccnc3-c3ccccc3)cc2F)CC1
 : -3, ·, 6
Cc1cc(CC(C)NC(=O)Cc2c(C)nc3ccccn23)n[nH]1 (stereo unspecified)
 : -6, -9, 5
COc1ccc2c(c1)c(CC(=O)O)c(C)n2Cc1ccc(Cl)cc1
 : 3, -1, 9
Cc1cccc(Cn2c(C(=O)N3CCN(S(=O)(=O)/C=C/c4ccccc4)C(C)C3)cc3ccoc32)c1 (stereo unspecified)
 : -2, -4, 0
O=C(Nc1nc(CCC(=O)N2CCCCC2)cs1)NC1CCCCC1
 : 1, ·, 12
Cc1cccc(C)c1NC(=O)CSc1nnc(N2CCCC2)n1C1CC1
 : -7, ·, 8
COc1cc(C(O)C(=O)O)ccc1O (stereo unspecified)
 : -1, -3, 1
COc1cccc(-c2cc(C(=O)N3CCN(C/C=C/c4ccccc4)CC3)n3nc(-c4ccccc4)cc3n2)c1
 : -1&-5, -7&-5, -8
Cc1nc2c(c(=O)n1C)CCN(C(=O)CN1CCCCC1=O)CC2
 : -4, ·, 7
COc1ccc(-c2ccc3nnc(-c4ccc(OCCCN(C)C)cc4)n3c2)cc1OC
 : -4, -6, 7
COc1ccc2oc(=O)c(-c3csc(Nc4ccccc4C)n3)cc2c1
 : 0, ·, -2
c1csc(-c2nc(COc3ccc4c(c3)CCC4)co2)c1
 : -9, ·, 10
COc1ccc(CNC(C)CN2CCCC2=O)cc1OCc1cccnc1 (stereo unspecified)
 : -13, ·, 3
O=c1oc(-c2ccncc2)nc2cc(Cl)ccc12
 : -1, -3, 0
CNC(=O)c1ccc(-c2ccc(OC)c3ncccc23)s1
 : -2, ·, -2
O=C1C=CC(=O)N1c1cccc(SC(F)(F)C(F)(F)C(F)(F)F)c1
 : 1, ·, 15
CCOC(=O)C1=C(C)N=c2s/c(=C\c3c[nH]c4ccccc34)c(=O)n2C1c1ccc2c(c1)OCO2 (stereo unspecified)
 : 3, 2, -5
CC(NC(=S)Nc1ccccc1Cl)c1ccc2c(c1)OCCCO2 (stereo unspecified)
 : 2, ·, -10
O=C(NC1CCCCC1)N1CCN(Cc2nnnn2-c2ccc(F)cc2)CC1
 : -1, -3, 3
c1ccc2c(NN=C3CCCCCC3)nncc2c1
 : -6, ·, -7
CC(Nc1nc2c(s1)CCCC2)c1ccccc1 (stereo unspecified)
 : -8, -6, 7
CCOC(=O)N1CCN(CC(=O)N2N=C(c3ccc(F)cc3)CC2c2cccn2C)CC1 (stereo unspecified)
 : 3, 2, -4
O=C1CC2(CCCC2)C(=O)N1CN1CCN(S(=O)(=O)c2ccccc2C(F)(F)F)CC1
 : -1, ·, 4
